14-3-3 Bad PPI – disrupts binding of bovine 14-3-3 zeta to phospho-Bad peptide; P63103; TR-FRET 14-3-3zeta/Dy647-pBad peptide displacement, 1 h; inhibition, % at 21.7 µM; actives 0.71% (n = 220,000);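 active means inhibition above about 70%, limit read from the data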;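 further: 0% = full 14-3-3 plus peptide FRET controls and 100% = background without 14-3-3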
Target sequence (P63103 whole entry, looked up): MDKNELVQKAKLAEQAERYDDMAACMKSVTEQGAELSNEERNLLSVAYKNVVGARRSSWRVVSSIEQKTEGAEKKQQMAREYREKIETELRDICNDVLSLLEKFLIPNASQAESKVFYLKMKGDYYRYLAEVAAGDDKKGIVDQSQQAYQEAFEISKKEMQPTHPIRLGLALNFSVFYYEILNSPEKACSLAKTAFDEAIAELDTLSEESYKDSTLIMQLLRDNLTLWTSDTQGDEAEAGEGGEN
EP2 antag – inhibitors of human EP2 prostaglandin E2 receptor; P43116; C6 glioma cells expressing human EP2, cAMP TR-FRET; cells stimulated with saturating PGE2; inhibition, % at 25 µM; actives 0.52% (n = 260,000); AID 1422;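 active means percent inhibition above 40 after rounding to a whole number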;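 further: rat C6 glioma host cells with rolipram phosphodiesterase inhibitor present; the protocol text gives 20 µM as final concentration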
L929 necroptosis – L929 zVAD cell death inhibition | L929 zVAD necroptosis rescue, ATP luminescence, 24 h; with zVAD 60 µM | viability rescue, % at 10 µM | actives 0.38% (n = 220,000);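 active means activation, scaled between plate controls, above about 75%, limit read from the data; inactive means activation under that limit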;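 further: 0% = zVAD with DMSO and 100% = DMSO alone without zVAD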
eIF4E 4G PPI – inhibitors of eIF4E and eIF4G interaction in translation initiation. P63073+Q04637. TR-FRET eIF4E-eIF4GI(517-606) binding, 2 h. inhibition, % at 21.7 µM. actives 0.37% (n = 220,000). AID 782;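 active means inhibition above about 30%, limit read from the data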;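 further: 0% = full FRET control wells and 100% = background wells lacking eIF4GI fragment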
Hck Nef HTS – blocks Nef-activated human Hck kinase. Recombinant Hck-YEEI plus Nef, Z-Lyte FRET kinase assay. inhibition, % at 20 µM. actives 0.68% (n = 220,000);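 active means Hck-Nef kinase inhibition above about 50%, limit read from the data; inactive means inhibition below that limit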;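 further: 0% = DMSO with Hck plus Nef and 100% = Hck alone without Nef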
Target sequence (P08631 whole entry, looked up): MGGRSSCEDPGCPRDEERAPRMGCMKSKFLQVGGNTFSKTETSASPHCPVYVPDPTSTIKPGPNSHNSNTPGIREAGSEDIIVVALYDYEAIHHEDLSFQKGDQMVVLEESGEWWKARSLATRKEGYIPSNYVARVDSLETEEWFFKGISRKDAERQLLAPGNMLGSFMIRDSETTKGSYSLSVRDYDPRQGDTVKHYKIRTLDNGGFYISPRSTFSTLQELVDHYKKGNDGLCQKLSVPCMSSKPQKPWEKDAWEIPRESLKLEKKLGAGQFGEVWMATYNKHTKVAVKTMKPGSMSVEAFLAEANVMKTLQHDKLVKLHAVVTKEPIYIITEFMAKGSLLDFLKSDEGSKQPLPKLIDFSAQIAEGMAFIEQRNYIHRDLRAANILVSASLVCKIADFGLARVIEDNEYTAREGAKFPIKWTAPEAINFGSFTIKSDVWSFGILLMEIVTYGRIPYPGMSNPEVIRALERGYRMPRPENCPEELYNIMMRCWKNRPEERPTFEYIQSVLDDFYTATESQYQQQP
EP2 modulator – modulates human prostaglandin E2 receptor EP2 signaling; induction, % at 25 µM; actives 0.83% (n = 260,000); EP2-expressing cells, cAMP HTRF FRET, PGE2 co-stimulation; AID 940; P43116;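 active means compounds whose cAMP rise, as percent of the full-agonist control response, exceeds 60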;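 further: rat C6 glioma line stably carrying human EP2 under a CMV promoter; the protocol text gives 20 µM as final concentration; 100% = response of wells given 1 µM PGE2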
Rad51 HR inh – Rad51 (human) homologous recombination inhibition; AID 1385; hRad51 DNA strand exchange, fluorescence dequenching; Q06609; actives 0.085% (n = 200,000); inhibition, % at 10 µM;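 active means inhibition above 40% at the single screening dose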;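 further: 0% = DMSO control wells and 100% = blanks with heterologous ssDNA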
Target sequence (Q06609 whole entry, looked up): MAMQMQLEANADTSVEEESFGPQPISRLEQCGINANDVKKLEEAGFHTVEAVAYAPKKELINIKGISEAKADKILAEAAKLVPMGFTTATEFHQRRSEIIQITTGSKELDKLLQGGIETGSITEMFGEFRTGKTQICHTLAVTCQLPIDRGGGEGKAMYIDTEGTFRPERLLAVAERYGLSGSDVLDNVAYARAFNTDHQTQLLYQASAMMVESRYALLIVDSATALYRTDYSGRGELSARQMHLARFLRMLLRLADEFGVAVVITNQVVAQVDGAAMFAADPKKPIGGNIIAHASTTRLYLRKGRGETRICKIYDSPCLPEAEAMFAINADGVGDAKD
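material = hRad51 filaments on single-stranded DNA | timing = filaments 15 min 37 °C, then compound 30 min | signal = FRET fluorescence dequenching, excitation 485 nm, emission 520 nm | benchmarks = control wells and blank wells on each plate | evaluation = percent inhibition relative to plate controls and blanks | compound = 10 µM final, single point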
Tb hexokinase – T. brucei hexokinase 1 inhibition | recombinant TbHK1, G6PDH-coupled NADH A340 | inhibition, % at 10 µM | actives 0.11% (n = 220,000);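 active means inhibition of 50% or more in the single-dose primary screen; inactive means inhibition below 50%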
m-calpain inh – calpain II (pig) inhibition; AID 1236; purified calpain II, fluorogenic peptide substrate, 30 min; inhibition, % at 16 µM; actives 0.37% (n = 220,000);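 active means inhibition above about 50%, limit read from the data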
Starred values were filed as active, the others as inactive; / = no result given; & = joins results of further samples; [ ] = another dose, or the depositor's remark. Not all compounds are listed (hit frequency here may not be typical).

SMILES	14-3-3 Bad PPI	EP2 antag	L929 necroptosis	eIF4E 4G PPI	Hck Nef HTS	EP2 modulator	Rad51 HR inh	Tb hexokinase	m-calpain inh
COc1ccc(Cn2nnc3c(=O)[nH]c(C4CCCN(C(=O)c5ccccc5)C4)nc32)cc1 (stereo not given)	6.0	6.8	2.0	0.7	-4.1	13.3	-3.0	0.1	-42.8
O=C(NNC(=O)c1ccc[nH]1)Nc1cc(Cl)cc(Cl)c1	2.9	7.7	1.4	-3.0	14.7	-6.2	16.3	-5.4	3.7
CC(=O)NC(Cc1ccc(F)cc1)C(=O)O (stereo not given)	5.0	2.9	2.5	-2.5[fluorescence artefact?]	-2.3	37.9	5.5	-0.2	-22.3
COc1cccc(-c2cc(C(=O)N3CCc4ccccc4C3)no2)c1	-1.9	6.9	0.3	6.8	1.5	-18.7	-7.5	2.9	18.4
CCCC(=O)N1CCN(c2ccc([N+](=O)[O-])c(NC(C)c3ccccc3)c2)CC1 (stereo not given)	-3.1	8.6	-0.5	-9.8	1.4	10.6	-0.9	-1.7	-8.3
CC(C)OP(=O)(OC(C)C)C(Nc1ccc(C(=O)O)cc1)c1ccccc1 (stereo not given)	5.7	4.0	0.7	-6.5	3.0	-4.4	1.3	-4.9	-18.4
O=C(CC(=O)N/N=C\c1cccc(Cl)c1Cl)NCc1ccccc1	-20.0	4.4	0.5	12.2	2.7	-38.3	1.2	-2.0	1.9
COC(=O)c1cc(C(=O)Nc2cc(C)ccn2)cc([N+](=O)[O-])c1	0.9	9.2	3.3	-5.8	1.1	18.8	-0.8	-11.6	-34.1
COc1ccc(-c2ccc(=O)n(CC(=O)Nc3ccc4c(c3)OCCO4)n2)cc1	-11.8	9.4	2.9	-2.7	14.6	-51.4	31.7	-1.2	-56.6
CC(=O)Nc1sc(C)c(C)c1C(=O)OCC(=O)N(CC(C)C)C1CCS(=O)(=O)C1 (stereo not given)	-3.8[fluorescence artefact?]	5.0	/	2.3	6.1	15.9	12.1	-6.9	-7.1
COc1ccc(CCNC(=O)Cc2ccc([N+](=O)[O-])cc2)cc1OC	-6.1	5.3	0.9	-1.3	10.4	11.2	22.1	-20.8	0.4
CC(=O)N1N=C(c2c(-c3ccccc3)c3cc(Br)ccc3[nH]c2=O)CC1c1ccco1 (stereo not given)	-3.6	10.7	1.2	-0.5	17.2	38.0	/	-16.5	-30.2
Cc1c(CNC(=O)c2c([N+](=O)[O-])cnn2C)cnn1C	-11.0	0.5	0.1	0.0	3.4	-2.4	/	-8.9	-10.9
COc1ccc(C(=O)Nc2cc(Cl)ccc2Cl)c(OC)n1	-9.1	13.4	1.4	10.2	-4.2	25.9	-1.8	-0.7	-7.3
CC(=O)/C=C(\C)N=Nc1c(O)[nH]c2ccccc12	-3.0	6.6	0.8	-2.4	1.4	-48.8	6.2	-2.9	23.5
COc1ccc(C(=O)NC(=S)NNC(=O)c2cnccn2)cc1	-18.4	2.3	0.6	2.9	0.9	12.9	/	-3.0	34.6
CC(C)(C)NC(=O)/C(=C/c1ccccc1F)NC(=O)c1ccc([N+](=O)[O-])cc1	-3.1	8.1	1.0	-1.0	25.6	8.7	3.8	-2.3	-10.3
CC(=O)c1ccc(OCC(C)C)c(CC(C(N)=O)C(N)=O)c1	-0.2	11.4	0.6	-2.7	0.1	4.6	-2.6	-0.7	-19.4
Cc1[nH][nH]c(=O)c1N=Nc1ccccc1Cl	-0.8	9.5	0.5	-9.5	9.1	-12.4	4.0	-10.3	13.1
CC1CCc2c(sc3nc(CSc4ncn[nH]4)[nH]c(=O)c23)C1 (stereo not given)	-2.7[fluorescence artefact?]	11.4	0.8	1.7	0.0	23.1	-8.1	-10.9	-6.1
COc1cc(NC(=O)c2ccc(C(C)(C)C)cc2)c(OC)cc1NC(=O)CN1CCCCC1	-4.9	16.8&2.4	72.6	-0.5	20.2	-58.5&-15.9	-0.5	-14.1	9.6
COC(=O)Cn1c(CN2CCOCC2)nc2c1c(=O)[nH]c(=O)n2C	0.8	8.6	3.8	-7.5	0.6	18.2	-3.7	5.5	-2.3
COc1ccc(S(=O)(=O)N2CCN(c3cc(-c4ccccc4)nc4ncnn34)CC2)cc1	1.0[fluorescence artefact?]	9.5	0.2	-13.4	6.5	-25.4	8.3	-13.6	-200.8
CN1CC[n+]2cnc3ccccc3c21	12.8[fluorescence artefact?]	1.2	0.2	11.2[fluorescence artefact?]	-0.6	19.4	7.7	-0.1	-59.7
O=C1NCC(O)=C1C=NCCO	10.7	14.7	-0.3	0.8	-0.1	1.2	15.2	0.3	9.2
CNCCCOc1ccc(C)cc1OC	35.7	8.3	1.3	4.5	20.5	-2.8	4.4	6.1	29.6
COc1ccccc1/C=C/C(=O)OC(C)CN1CCOCC1 (stereo not given)	66.7	2.2	-0.2	-2.2	0.3	3.2	-0.8	-11.0	-73.7
O=c1/c(=C\c2cccc(O)c2)sc2nc(-c3ccccc3)c(-c3ccccc3)n12	4.9	3.7	1.9	-13.2	23.8	37.1	9.8	-32.1	-61.2
CC(C)CCNC(=O)Cn1cc2c(n1)CCCCC2	1.9	6.1	1.4	2.2	-3.6	5.3	6.3	4.9	12.3
NNC(=O)c1ccc(O)cc1O	-10.2	6.0	1.4	-2.1	1.7	5.3	-4.7	25.1	-14.2
Cc1cccc(COc2ccc(/C=N/NC(=O)c3nnn(-c4nonc4N)c3COc3ccc(F)cc3)cc2)c1	-1.2	6.3	0.1	-2.9	26.4	-8.9	4.6	-42.9	-18.1
COCCOc1cnn(-c2cc(Oc3ccc(C)cc3)ncn2)c(=O)c1Cl	-1.3	7.0	-0.5	-0.3	7.3	-2.8	-2.4	-7.4	-15.1
Cc1ccc(Cl)cc1NC(=S)NCc1cccn1C	-21.2	6.2	-0.5	-4.8	-0.5	-51.2	1.6	31.3	-5.5
O=C(O)c1cc(-c2ccc(/C=N/Nc3ccc(Cl)cc3)o2)ccc1Cl	-4.0[fluorescence artefact?]	9.3	1.0	6.1[fluorescence artefact?]	11.8	-8.1	2.4	-0.2	-34.5
Cc1cn(C2CC3OCC3O2)c(=O)[nH]c1=O (stereo not given)	-1.9	10.9	-0.3	-1.5	-0.5	10.6	-4.5	5.5	-26.1
CCc1nc2c(sc3nc4c(cc32)COC(C)(C)C4)c(=O)n1CCN(CC)CC	-1.4	3.1	0.8	2.0	6.6	-6.8	/	-10.5	-33.6
COc1ccc(C2/C=C\CN(C(=O)CC(C)C)CC(=O)N2Cc2ccc(F)cc2)cc1 (stereo not given)	4.4	11.9	0.4	3.6	6.3	9.1	0.9	-15.2	19.4
CC(C)N(CCNC(=O)c1oc(=O)c2ccccc2c1-c1ccccc1)Cc1ccco1	-6.0	10.3	0.7	-2.9	20.7	68.7*	9.2	-3.7	2.1
CCn1c(CNC(=O)COc2ccc(C(C)C)cc2)nnc1SCC(=O)NC1CCCCC1C (stereo not given)	-5.0	8.8	-0.5	4.0	-7.5	20.7	0.1	-0.4	-4.0
N#CCc1ccc(NS(=O)(=O)c2cccs2)cc1	2.6	6.9	4.6	-0.7	-1.0	-0.1	3.4	2.1	-23.9

Molecules listed so far with an aryl thioether with sulfur outside any ring, in the order listed:
SMILES	14-3-3 Bad PPI	EP2 antag	L929 necroptosis	eIF4E 4G PPI	Hck Nef HTS	EP2 modulator	Rad51 HR inh	Tb hexokinase	m-calpain inh
CC1CCc2c(sc3nc(CSc4ncn[nH]4)[nH]c(=O)c23)C1 (stereo not given)	-2.7[fluorescence artefact?]	11.4	0.8	1.7	0.0	23.1	-8.1	-10.9	-6.1
CCn1c(CNC(=O)COc2ccc(C(C)C)cc2)nnc1SCC(=O)NC1CCCCC1C (stereo not given)	-5.0	8.8	-0.5	4.0	-7.5	20.7	0.1	-0.4	-4.0

More entries:
SMILES	14-3-3 Bad PPI	EP2 antag	L929 necroptosis	eIF4E 4G PPI	Hck Nef HTS	EP2 modulator	Rad51 HR inh	Tb hexokinase	m-calpain inh
CSc1nsc(SC)c1NC(=O)Nc1ccccn1	0.5[fluorescence artefact?]	5.8	0.1	-0.8	2.4	-1.5	3.4	35.7	-10.0
O=C(c1cc(S(=O)(=O)Nc2ccccc2F)c(Cl)cc1Cl)N1CCN(CCO)CC1	-13.2	11.0	0.9	6.8	21.0	44.3	5.9	2.3	-24.9
Cc1ccc(C(=O)OCC(=O)NCCN2C(=O)CSC2=O)cc1	-4.4	4.7	/	-1.1[fluorescence artefact?]	2.8	27.8	14.1	2.0	29.9
COc1ccc(/C=C/C(=O)C(C(N)=O)=C2SCCS2)cc1	4.5[fluorescence artefact?]	7.2	0.8	9.2	2.1	-2.8	4.3	-28.9	12.4
CCOC(=O)CSc1nc2ccccc2n1CC(=O)NC(C)(C)C	6.1	7.4&5.5	0.1	-0.4	1.1	13.7&16.3	5.7	3.2	9.9
Cc1sc2nc(CSc3ccccc3)nc(N3CCN(C)CC3)c2c1C	2.7	5.8	0.4	10.8[fluorescence artefact?]	4.5	-6.3	4.0	-0.6	8.4
CCOC(=O)N1CCN(CCC(=O)c2ccc(OC)cc2)CC1	-10.1	2.3	1.6	0.1	2.5	4.0	0.3	-1.7	11.2
N#Cc1ccc(COC(=O)CSc2nnc(C3CCCCC3)n2N)cc1	-2.6	4.0	0.0	0.8	3.5	32.3	-8.3	2.2	-17.5
CN(C)CCNc1oc(COc2cccc(Cl)c2)nc1C#N	-0.5	4.5	0.1	-0.6	0.5	-25.8	5.3	5.1	-3.8
C#CCNC(=O)c1cc2sccc2n1C	-7.2	7.1	4.1	-0.2	22.2	-27.1	-3.5	-4.6	4.0
COc1cc(C2C(C#N)=C(N)Oc3n[nH]c(C)c32)cc2c1OCO2 (stereo not given)	-4.0	10.7	-1.0	6.6	-3.6	2.0	-7.7	2.9	-8.6
Cc1cc(=O)n2[nH]c(SCc3ccccc3)nc2n1	-4.1	9.7	0.2	1.7	0.9	15.4	-5.0	-15.1	13.1
O=C(O)c1cc2c(s1)CCCC2	-8.9	10.6	0.0	-1.2	-0.4	4.0	0.7	0.7	18.3
O=C(Cc1ccccc1)Nc1ccccc1N1CCN(c2ccccc2)CC1	17.1	4.7	-0.2	-10.6	0.3	71.5*	-4.1	6.3	36.4
Cn1cc(Br)c(C(=O)NC2C3CC4CC(C3)CC2C4)n1 (stereo not given)	-1.1[fluorescence artefact?]	9.8	0.5	-2.8	0.9	37.1	9.1	-0.2	-9.3
C/C(=C\c1ccco1)CN1CCC(N2CCC(C(=O)N3CCOCC3)CC2)CC1	-12.7	2.8	0.4	4.3	4.3	14.7	12.6	1.1	-16.2
Cc1ccc(NC(=O)C(C)c2ccc([N+](=O)[O-])cc2)cc1Cl (stereo not given)	7.7	12.1	27.9	-5.1	-0.2	-5.8	15.9	2.5	44.5
O=C(CSc1ccsc1[N+](=O)[O-])NC1CCCC1	9.5	5.7	1.0	11.3	25.5	-47.6	-23.2	-0.3	-26.1
COc1cnc(-c2ccccn2)nc1Oc1cccc(Cl)c1	-4.1	7.6	0.6	-7.8	0.7	22.0	-0.7	-2.2	6.0
Brc1ccc(-c2csc(NNC3=NCCCCC3)n2)cc1	3.5	13.7	0.3	-2.6	-1.6	-10.3	-4.2	5.0	-20.3

Full records from above. Order of values: 14-3-3 Bad PPI	EP2 antag	L929 necroptosis	eIF4E 4G PPI	Hck Nef HTS	EP2 modulator	Rad51 HR inh	Tb hexokinase	m-calpain inh
`CSc1nsc(SC)c1NC(=O)Nc1ccccn1` across the screens: 0.5[fluorescence artefact?]	5.8	0.1	-0.8	2.4	-1.5	3.4	35.7	-10.0
`COc1cc(C2C(C#N)=C(N)Oc3n[nH]c(C)c32)cc2c1OCO2` (stereo not given) across the screens: -4.0	10.7	-1.0	6.6	-3.6	2.0	-7.7	2.9	-8.6
`CCOC(=O)CSc1nc2ccccc2n1CC(=O)NC(C)(C)C` across the screens: 6.1	7.4&5.5	0.1	-0.4	1.1	13.7&16.3	5.7	3.2	9.9
